NPYLR7 agonist = agonists of mosquito NPYLR7 receptor, primary screen, cell-based, Aedes aegypti, calcium fluorescence, mosquito biting behavior; Aedes aegypti neuropeptide Y-like receptor 7 (NPYLR7); HEK293T NPYLR7/Galpha15, GCaMP6s calcium fluorescence; activation, % at 10 µM; 270,000 tested, 0.15% active; in the data active = activation above about 40%;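 note: 0% = vehicle and 100% = reference agonist at the receptor; some compounds past the cut are filed as inactive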
hcGAS inh = Primary biochemical luminescence assay for human cyclic GMP-AMP synthase inhibitors; Q8N884; recombinant h-cGAS, ATP depletion, Kinase-Glo luminescence; inhibition, % at 12.5 µM; 290,000 tested, 0.081% active; AID 1259398, 2018;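 note: 0% = vehicle reaction and 100% = reaction without DNA for no activity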
Target sequence (Q8N884 whole entry, looked up): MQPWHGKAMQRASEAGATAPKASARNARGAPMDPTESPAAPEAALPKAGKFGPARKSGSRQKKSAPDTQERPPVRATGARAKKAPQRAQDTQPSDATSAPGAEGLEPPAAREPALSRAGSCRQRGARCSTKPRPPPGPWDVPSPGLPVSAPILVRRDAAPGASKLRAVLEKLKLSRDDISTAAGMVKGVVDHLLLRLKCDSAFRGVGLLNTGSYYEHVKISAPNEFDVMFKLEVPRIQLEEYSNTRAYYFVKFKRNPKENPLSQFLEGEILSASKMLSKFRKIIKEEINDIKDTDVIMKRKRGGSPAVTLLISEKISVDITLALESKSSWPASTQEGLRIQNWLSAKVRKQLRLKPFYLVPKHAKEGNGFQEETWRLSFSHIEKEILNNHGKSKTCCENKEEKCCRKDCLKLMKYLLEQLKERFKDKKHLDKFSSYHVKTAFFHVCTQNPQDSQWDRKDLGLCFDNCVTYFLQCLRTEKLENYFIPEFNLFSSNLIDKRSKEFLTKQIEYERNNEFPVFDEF
mcGAS inh = cyclic GMP-AMP synthase inhibitors, mouse, primary biochemical chemiluminescence; Q8C6L5; recombinant cGAS, Kinase-Glo ATP depletion luminescence; inhibition, % at 12.5 µM; 160,000 tested, 0.15% active;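 note: 0% = negative control wells and 100% = reference inhibitor with no enzyme activity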
An asterisk follows results filed as active; · = not tested or not shown; & = joins results of further samples. Cut-off read from the data, not from the text of the source, unless noted: active = inhibition above about 40%; inactive = the rest.

Values run as follows: hcGAS inh | NPYLR7 agonist | mcGAS inh
- O=C(c1ccc(-c2ccc3c(c2)OCCO3)s1)N1CCc2ccccc2C1c1ccccc1Cl (stereo unspecified)
    -5 | 26 | -8
- O=C(Nc1cc(C2CC2)[nH]n1)c1ccc(Br)cc1
    -7 | -1 | -8
- CC(=O)N1CCC(N2CCCC2C(=O)Nc2ccc(-c3cccc(F)c3)cc2)CC1 (stereo unspecified)
    -6 | 2 | ·
- COc1cc2cc(C3CC(c4ccco4)=NN3C(C)=O)c(Cl)nc2cc1OC (stereo unspecified)
    -7 | 13 | -4
- O=C(Nc1ccc(Cl)cc1)c1ccc(SCc2ccccc2)nc1
    -13 | -4 | -5
- O[C@H]1[C@@H]2CN(Cc3ccccc3)C[C@@H]2[C@@H]2O[C@H]1C[C@@H]2c1cccc(F)c1
    -7 | 9 | -3
- CCCCNC(=O)N1CCN(c2ccccc2OC)CC1
    -8 | 4 | ·
- CCc1ccc(-c2ccc(NC(C)c3ccccc3)nn2)cc1S(N)(=O)=O (stereo unspecified)
    -2 | -15 | ·
- CCCCN(C)C(=O)c1sc(=O)n(Cc2ccc(F)cc2)c1C
    -4 | 7 | ·
- CC1(C)ON=C(c2ccccc2)N1c1ccccc1
    -5 | -3 | ·
- CC(C)(C)NC(=O)Cn1nc(-c2ccccc2)c2sc(N3CCCC3)nc2c1=O
    -11 | -2 | -9
- CC(=O)N1N=C(c2c(-c3ccccc3)c3cc(Cl)ccc3[nH]c2=O)CC1c1cccc(O)c1 (stereo unspecified)
    -6 | · | -8
- COCCN(C(=O)CN1CCN(S(=O)(=O)c2ccc3c(c2)OCCCO3)CC1)C1=CCCCC1
    -1 | -10 | ·
- CCc1cc(N(CC)CC)nc(SCc2ccc(C(=O)NCc3ccccn3)cc2)n1
    1 | -4 | -4
- O=C(c1c(C(F)(F)F)ccc(Cl)c1F)N1CCN(c2nccc(-c3ccc4c(c3)OCO4)n2)CC1
    -2 | 11 | -7
- COc1cccc(C(=O)NCCN2CCn3cc(OC)c(=O)cc3C2=O)c1
    3 | 10 | ·
- COc1c(C)cc(Br)cc1C(=O)Nc1nnn(C)n1
    -2 | 0 | ·
- Cc1ccc(NC(=O)CC(=O)N2CCCN(C)C3(CCN(C)CC3)C2)cc1
    -7 | 5 | -14
- CC(C)Nc1ncccc1C(=O)N1CCC(O)(Cc2ccccc2)CC1
    -3 | -5 | ·
- CCC(=O)NCCn1ccc2ccccc21
    -9 | -1 | ·
- Fc1ccc(CNc2nc3c(-c4cccc(Br)c4)nnn3c3ccccc23)cc1
    -3 | -7 | -5
- CC1ON=C(c2ccccc2-c2ccco2)N(C)C1=O (stereo unspecified)
    -3 | -1 | ·
- COc1ccc(Cl)cc1-n1ccc2c(cnc3nc(C)nn32)c1=O
    6 | -1 | ·
- CN1CCN(C(=O)C23CC4CC(C2)CC(n2nc([N+](=O)[O-])nc2Br)(C4)C3)CC1
    0 | 3 | ·
- O=C(NCCc1ccc(Cl)s1)c1ccc(Cl)o1
    -6 | 4 | ·
- CN(C)c1nc(Oc2ccc(=O)n(C)n2)nc(N(C)C)n1
    -6 | 7 | -6
- COc1ccc(N=Nc2c(C)[nH]n(-c3nc(-c4cccc([N+](=O)[O-])c4)cs3)c2=O)cc1
    -1 | 6 | -4
- Cc1oc(-c2cccs2)nc1CN(Cc1ccccc1)CC1CC1
    -6 | 5 | ·
- CSc1ccc(Cn2c(C)c(C(=O)NCc3ccc(Cl)c(Cl)c3)sc2=O)cc1
    0 | -8 | ·
- COC(=O)c1ccc(Cl)c(S(=O)(=O)NCC2CCCOC2)c1 (stereo unspecified)
    -10 | 11 | -16
- CCOC(=O)[C@@H]1CSC2(CCN(C(=O)c3cccc(N(C)C)c3)CC2)N1
    -4 | -1 | ·
- O=C(c1ccno1)N1CCN(c2nccc(-c3cccs3)n2)CC1
    -4 | 13 | -3
- CC1CCc2c(sc(NC(=O)CN3C(=O)c4ccccc4C3=O)c2-c2nc3ccccc3s2)C1 (stereo unspecified)
    -10 | 1 | ·
- CC1(C(=O)NCc2cccc(C(F)(F)F)c2)CCN1CCc1ccccc1 (stereo unspecified)
    -2 | 0 | ·
- COc1ccccc1C(=O)N(Cc1cccc(OS(=O)(=O)c2ccc(F)cc2)c1)Cc1ccco1
    -5 | -5 | -3
- CCNC(=O)C1(C)CCCN1Cc1cccc(C(F)(F)F)c1 (stereo unspecified)
    -16 | 4 | ·
- CC(C)(CN=Cc1c(O)[nH]c(=S)[nH]c1=O)N1CCOCC1
    -3 | 11 | -8
- Cc1nccn1-c1ccc(F)cc1CNC(=O)CCN1CCCC1=O
    -9 | 11 | ·
- CCCCSc1nnc2c(n1)OC(c1ccc(N(CCC)CCC)cc1)Nc1ccccc1-2 (stereo unspecified)
    -1 | 4 | -5
- COCc1cc(C)nc(N/N=C\c2ccc(-c3ccc([N+](=O)[O-])cc3Cl)o2)c1C#N
    -3 | -2 | -7
- CC1(C(=O)Nc2ccccc2Br)CCN1C(=O)CC1CC1 (stereo unspecified)
    -9 | 2 | ·
- Fc1ccc(-n2cccn2)c(CN2CCCC(N3CCN(c4ccccc4)CC3)C2)c1 (stereo unspecified)
    -6 | -1 | ·
- Cc1cc(C)cc(-n2c(C)cc(/C=C3\C(=O)NC(=S)N(c4cccc(Cl)c4)C3=O)c2C)c1
    -4 | 30 | -4
- CC(C)N(Cc1cnn(C)c1)C(=O)COc1cccnc1
    -9 | 3 | -16
- CCc1cc(N2CCCN(C(=O)C3CC3)CC2)nc(N(C)C)n1
    -6 | -4 | ·
- Cc1ncc(C(=O)Nc2ccc3nc(-c4ccccc4C)oc3c2)[nH]1
    -2 | · | -1
- CCCCSc1nc2c(c(=O)[nH]1)C(c1ccc(C)cc1)C(C(=O)OCC)C(C)=N2 (stereo unspecified)
    -10 | -5 | ·
- FC(F)(F)C1(C(F)(F)F)N=C(c2ccncc2)OC(N2CCOCC2)=N1
    -4 | 2 | ·
- CNC(=O)NC(=O)CN1CCc2cc(-c3csc(C)n3)ccc21
    6 | 2 | 0
- CCNC(=O)N(C)c1c(CC)nc2c(OCCC3CCCCC3)cccn12
    -3 | 0 | -3
- O=C(COc1ccccc1)N(Cc1ccccn1)c1nc2c(F)cc(F)cc2s1
    0 | -1 | 2
- O=C(CSc1nnc(-c2ccc(Cl)cc2)n1-c1ccccc1)N/N=C\c1cccc(Cl)c1
    0 | -6 | -8
- COc1cccc(C(=O)N2CCSC23CCN(C(=O)CCl)CC3)c1
    -5 | 21 | -4
- Cc1nn(C)c(C)c1CCC(=O)N1CCC2(CC1)[C@H](O)C[C@@H]2OCCO
    -18 | · | -8
- CC(c1ccccc1)N1C(=O)C(=Cc2c(NCCO)nc3ccccn3c2=O)SC1=S (stereo unspecified)
    -2 | 11 | -1
- COc1ccc(C)cc1CN(C)C(=O)c1ccc(=O)[nH]n1
    -7 | -1 | ·
- CCCNC(=O)N1CCC2(CC1)N(C)C(=O)CS2=O (stereo unspecified)
    -12 | · | -6
- CCOC(=O)c1c(CNCc2ccccc2)n(-c2ccccc2)c2cc(Br)c(OC)cc12
    -4 | 8 | -6
- Cc1nn(CC#N)c(=O)c2c1cnn2-c1ccc(F)cc1
    -6 | 6 | ·
- NC(=Nc1nc(CSc2nc3ccccc3s2)cc(=O)[nH]1)Nc1ccccc1
    -4 | 6 | -8

Brought forward from above: five entries; new compounds follow.
Values run as follows: hcGAS inh | NPYLR7 agonist | mcGAS inh
- COc1ccc(C)cc1CN(C)C(=O)c1ccc(=O)[nH]n1
    -7 | -1 | ·
- CCCNC(=O)N1CCC2(CC1)N(C)C(=O)CS2=O (stereo unspecified)
    -12 | · | -6
- CCOC(=O)c1c(CNCc2ccccc2)n(-c2ccccc2)c2cc(Br)c(OC)cc12
    -4 | 8 | -6
- Cc1nn(CC#N)c(=O)c2c1cnn2-c1ccc(F)cc1
    -6 | 6 | ·
- NC(=Nc1nc(CSc2nc3ccccc3s2)cc(=O)[nH]1)Nc1ccccc1
    -4 | 6 | -8
- CC(C)C(=O)N1CCCc2ccc(NC(=O)c3ccccc3C(F)(F)F)cc21
    -5 | -5 | ·
- Cc1cc(NC(=O)C(OC(=O)c2cccc(F)c2)c2ccccc2)no1 (stereo unspecified)
    -6 | 5 | ·
- O=C(NCCN1CCCC1)C1CC(=O)N(C2CCCCCC2)C1 (stereo unspecified)
    8 | 3 | ·
- CCN(C(=O)CN(C)CC(=O)Nc1c(C)cc(C)cc1C)C1CCCCC1
    -8 | 4 | -5
- CC(C)CN1CCCC(C(=O)NC2CCN(C(=O)c3ccoc3)CC2)C1 (stereo unspecified)
    1 | 12 | ·
- COCCN(CC(=O)N(CCc1c[nH]c2ccccc12)Cc1ccccc1OC)C(=O)Nc1ccc(F)c(Cl)c1
    -3 | 16 | -6
- N#Cc1c(F)cccc1NCc1csc(C2CC2)n1
    -1 | -6 | ·
- Cc1cc(Cl)ccc1OC(C)c1nnc(SCCC2CCCCC2)o1 (stereo unspecified)
    -9 | -6 | -4
- CCCCn1cc(-c2cc(C(=O)N3CCCC3C)c3cccc(C)c3n2)cn1 (stereo unspecified)
    -5 | 2 | ·
- O=C(O)CNC(=O)c1ccco1
    -7 | 6 | -9
- NC(=O)C1CCCN(c2nc(-c3ccccc3)nc3c2CCNC3)C1 (stereo unspecified)
    -5 | 28 | -10
- O=S(=O)(c1ccc(Cl)cc1)c1ccc2ccccc2c1
    -2 | 3 | -7
- O=C1C(C(c2ccco2)N2CCC3(CC2)OCCO3)Sc2nc(-c3ccco3)nn21 (stereo unspecified)
    -5 | 10 | -9
- Cc1nc2c(=O)n(-c3ccccc3)c(=O)n(-c3ccccc3)c2n(C)c1=O
    -7 | 4 | ·
- CN(Cc1ccc(F)cc1)C(=O)CC1C(=O)NCCN1Cc1ccccc1C(F)(F)F (stereo unspecified)
    3 | 3 | -2
- O=C(CN(CCN1CCOCC1)S(=O)(=O)c1cc(Cl)ccc1Cl)N(Cc1ccc(F)cc1)Cc1ccco1
    0 | 6 | 1
- CC1CCN(C2CC(=O)N(c3ccc(OC(F)(F)F)cc3)C2=O)CC1 (stereo unspecified)
    -7 | 9 | ·
- CC(C)(C)OC(=O)NCC1CCN(CC(=O)NCc2ccccc2)C1 (stereo unspecified)
    3 | 0 | ·
- CC(=O)c1ccccc1-c1ccncc1C
    -2 | 22 | -11
- CC(NC(=O)Nc1ccc(Cl)cc1)c1nc2cc(Cl)ccc2c(=O)n1C (stereo unspecified)
    -6 | -4 | -5
- COC(=O)C1=C(C)NC(=O)NC1c1ccc(O)c(OC)c1 (stereo unspecified)
    0 | 9 | -3
- CCN(CC)c1nc(C)nc2sc3c(c12)CCC(C)C3 (stereo unspecified)
    -4 | 2 | ·
- CCCn1c(=O)c(C(=O)O)nn(-c2ccc(OC)cc2)c1=O
    1 | 10 | ·
- Cc1cc(C)n2c(SCC#N)nnc2n1
    -10 | 1 | ·
- CCOC(=O)C1(Cc2ccccc2C(F)(F)F)CCN(C(=O)C2CC=CCC2)CC1 (stereo unspecified)
    1&-3 | 5&1 | -2
- O=[N+]([O-])c1cc(S(=O)(=O)C(F)(F)F)ccc1NC1CCS(=O)(=O)C1 (stereo unspecified)
    -4 | 2 | ·
- CC(C)c1cc(C(C)C)n(C2CCN(C(=O)Cc3c[nH]c4ccccc34)CC2)n1
    -1 | 5 | -4
- CCOC(=O)c1[nH]c2ccccc2c1NC(=O)C(C)(C)C
    -9 | 0 | -7
- O=C(c1c[nH]cc1-c1ccc(Cl)s1)N1CCSCC1
    0 | -25 | ·
- CCCCC(NC(=O)CCc1cc2c(n1-c1ccc(C(C)C)cc1)-c1ccccc1OC2)C(=O)OC (stereo unspecified)
    -7 | 2 | -10
- CCOC(=O)CCC(=O)N(CC(=O)N1c2ccccc2-n2cccc2C1c1ccc(OC)cc1)C(C)C (stereo unspecified)
    -10 | -8 | -6
- COc1ccc2oc(=O)c(-c3nnc(Nc4ccc(Cl)cc4Cl)s3)cc2c1
    -4 | -9 | -3
- COc1cc(-c2cc(C(F)(F)F)n3ncc(C(=O)N4CCCCCC4)c3n2)cc(OC)c1OC
    -8 | 9 | -5
- Cc1ccc(Cl)cc1-n1nnc(C(=O)Nc2cccc(F)c2)c1C
    1 | -2 | 2
- c1ccc2c(c1)nc1n2CN(C2CCCCCC2)CN1
    1 | 9 | ·
- O=C(Nc1ccc(Cl)c(Cl)c1)N1CCCN(c2nc(Cc3ccccc3)ns2)CC1
    -9 | -1 | -3
- Cn1nc(C(=O)NCc2cccs2)c2c1CCC(NCC(C)(C)N1CCOCC1)C2 (stereo unspecified)
    -20 | 17 | -7
- CCc1nnc(CN(C)c2nccc(CCC(F)(F)F)n2)o1
    -6 | 10 | ·
- COc1ccc(-c2ccnc(SCc3csc(Cc4ccc(C)cc4)n3)n2)cc1
    -4 | 13 | -2
- O=c1[nH]cc(S(=O)(=O)NC2CCCC2)c(=O)[nH]1
    -6 | -14 | -8
- CCc1nc(C)c(C(C)N(C)S(=O)(=O)c2cccc(C#N)c2)s1 (stereo unspecified)
    -15 | 0 | ·
- CCN1CCN(c2oc(-c3ccc(COc4ccccc4)o3)nc2C#N)CC1
    -4 | 0 | -6
- CC1CCN(S(=O)(=O)c2ccc(NCCC(=O)N3CCOCC3)c([N+](=O)[O-])c2)CC1
    -1 | -2 | -3
- O=C(O)c1coc(CN(CCc2c[nH]c3ccccc23)Cc2cccc(C(F)(F)F)c2)n1
    -4 | 10 | -3
- COc1cc(CNC(=O)c2cc(C)ccc2F)ccc1OCC(N)=O
    -6 | 10 | ·
- Cc1cc(Cl)c2oc(C(=O)N3CCNC(=O)C3c3cccc(F)c3)c(C)c2c1 (stereo unspecified)
    -11 | 5 | ·
- COCc1ccccc1C(=O)N(C)C1CCc2ccccc2C1 (stereo unspecified)
    -9 | -12 | ·

Random draw from the library; 0.27% or so of the library scored in one or more.
